LYP phosphatase: inhibitors of LYP phosphatase, biochemical, fluorescence intensity, uHTS (AID 1779). Tyrosine-protein phosphatase non-receptor type 22 (Homo sapiens). recombinant LYP phosphatase, fluorescence intensity; higher % means a stronger effect. inhibition, % at 11.5 µM, or IC50 in µM where a hit was titrated. actives 0.054% (n = 290,000);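 also: plate controls were vehicle with enzyme for no effect and no enzyme for full effect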
Yfh1-off respiration: enhancers of respiration in Yfh1-depleted yeast, dose response, Friedreich's ataxia, plus single-dose screen (AID 1465). S. cerevisiae Yfh1-off respiration, WST-1 reduction, 72 h; higher fold induction means a stronger effect. fold induction at 50 µM, or EC50 in µM where a hit was titrated. actives 0.074% (n = 220,000);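 active = fold induction of absorbance versus untreated yeast above a set limit, then at least 30% activation at any dose in follow-up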;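 also: activators that raise dye reduction in frataxin-depleted yeast; strong numbers were not always called active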
P. falciparum M17LAP: P. falciparum M17LAP inhibitors, primary screen, biochemical, fluorogenic H-Leu-NHMec substrate, 1536-well (AID 1619); inhibition, % at 30 µM; hits with a dose series show IC50 in µM; actives 0.38% (n = 220,000); recombinant M17LAP, H-Leu-NHMec fluorogenic kinetic assay; higher % means a stronger effect;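 active = compound inhibiting the enzyme by more than half at any dose during confirmatory dose-response retesting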;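 also: plate controls were full reaction with DMSO carrier for no effect and no enzyme background for full effect; strong numbers were not always called active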
TNAP activation fold: human TNAP enzyme activators, primary screen, biochemical, luminescent, no phosphate acceptor, uHTS (AID 1001); activation fold at 20 µM, or EC50 in µM where a hit was titrated; purified TNAP, luminescent activation assay, no phosphate acceptor; higher activation fold means a stronger effect; Alkaline phosphatase, tissue-nonspecific isozyme (Homo sapiens); actives 0.03% (n = 200,000); in the data active = activation fold from about 3, or a potency from the dose series; inactive = the rest, 99 in 100 with activation fold below about 1.6; also: many of its hits are not listed in these tables
PMI inhibitors: inhibitors of human PMI, primary screen, biochemical, fluorescence intensity, coupled assay (AID 1209). purified PMI enzyme, coupled fluorescence intensity; higher % means a stronger effect. actives 0.42% (n = 190,000). Mannose-6-phosphate isomerase (Homo sapiens). one-dose inhibition, % at 20 µM; IC50 in µM for titrated hits;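 also: plate controls were DMSO vehicle for no effect and wells lacking substrate for full effect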
WT yeast gro inh: growth inhibition of WT strain, primary screen, mitochondrial fusion inhibitor project, WT and mutant strains, chemical genetic; mitochondrial fusion phenotypic screen; actives 2.1% (n = 190,000); inhibition, % at 10 µM; AID 1362, 2008; in the data active = inhibition above about 58%; tested in S. cerevisiae
PMI inhibition: human PMI inhibitors, high substrate, primary screen, biochemical, fluorescence intensity, high mannose 6-phosphate (AID 1220); Mannose-6-phosphate isomerase (Homo sapiens); recombinant PMI enzyme, coupled fluorescence intensity; higher % means a stronger effect; inhibition, % at 20 µM; hits with a dose series show IC50 in µM; actives 0.66% (n = 190,000)
P. falciparum M1AAP: P. falciparum M1AAP inhibitors, biochemical, fluorogenic H-Leu-NHMec substrate, 1536-well (AID 1445); Aminopeptidase N (Plasmodium falciparum (isolate 3D7)); inhibition, % at 30 µM; hits with a dose series show IC50 in µM; recombinant M1AAP, H-Leu-NHMec fluorogenic kinetic assay; higher % means a stronger effect; actives 0.42% (n = 220,000);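 active = primary inhibition above the hit cutoff, then over 50% inhibition at one or more dose response concentrations, cut at about 23% in these data, passing the limit was not always enough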;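 also: plate controls were DMSO full reaction for no effect and no enzyme background for full effect; strong numbers were not always called active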
XIAP displacement: XIAP antagonists, biochemical, IAP family, fluorescence polarization (AID 1018); E3 ubiquitin-protein ligase XIAP (Homo sapiens); XIAP BIR domain, fluorescence polarization peptide displacement; higher % means a stronger effect; displacement, % at 20 µM, or IC50 in µM where a hit was titrated; actives 0.007% (n = 200,000); in the data active = displacement above about 50%; also: a part of the inactive calls stands beside numbers as strong as those of hits
WT yeast gro inh mutant strain: recorded beside WT yeast gro inh, whose call it bears; inhibition, %; mitochondrial fusion phenotypic screen, mutant strain inhibition
The depositor's hits bear a star; i = inactive; nt = not tested or not shown. Rule as the data show it, unless noted: active = inhibition above about 50%; inactive = the rest.

nr	Structure	LYP phosphatase	Yfh1-off respiration	P. falciparum M17LAP	TNAP activation fold	PMI inhibitors	WT yeast gro inh	WT yeast gro inh mutant strain	PMI inhibition	P. falciparum M1AAP	XIAP displacement
1	Cc1noc(NS(=O)(=O)c2ccc(NC(=O)CSc3nnc(-c4ccccc4)n3C3CCCCC3)cc2)c1C	-1.4%	i	0.1%	1.1	6.2%	-7.4	-49.0	4.1%	75.9µM*	-5.4%
2	CCOc1cc(N2CCOCC2)c(OCC)cc1NC(=O)C(NC(=O)c1ccco1)C(C)C (stereo not given)	-4.2%	i	-4.7%	1	19.2%	11.7	21.9	33.7%	8.3%	-2.8%
3	Nc1c(Cl)ncnc1N/N=C/c1cccnc1	-3.3%	i	21.8%	nt	nt	nt	nt	nt	3.2%	nt
4	COC(=O)c1ccc(CSc2nnc(N)s2)o1	-5.1%	i	-14.1%	1.1	-3.6%	-10.0	-11.2	-3.0%	-2.1%	-8.5%
5	O=C(Nc1ccc2c(c1)OCO2)c1ccncc1	-12.1%	i	10.9%	1.1	0.0%	2.3	-1.6	4.6%	23.2%	-1.7%
6	CCC(Oc1ccccc1)C(=O)NC1C(=O)N2C1SC(C)(C)C2C(=O)O (stereo not given)	-3.3%	i	19.9%	1	-7.4%	-13.7	-11.1	-15.4%	9.4%	-5.4%
7	COCCNC(=O)c1cc(Sc2nnc(C)s2)nc2ccccc12	-5.8%	i	3.6%	nt	nt	nt	nt	nt	3.8%	nt
8	CCOC(=O)c1ccc(NC(=O)CC2C(=O)N(c3cccc(OC)c3)C(=O)N2CCOC)cc1 (stereo not given)	-7.7%	i	20.4%	1.1	10.4%	7.2	11.0	2.0%	1.0%	-1.7%
9	COc1ccccc1C1c2[nH]c3ccccc3c2CCN1Cc1ccc(NC(C)=O)s1 (stereo not given)	-2.3%	i	1.0%	nt	nt	nt	nt	nt	4.8%	nt
10	COc1ccc(C(C)=O)cc1COC(=O)CNC(=O)c1ccc(Cl)cc1	-5.4%	i	7.0%	1.1	4.8%	9.8	11.7	-1.1%	3.0%	12.0%
11	CC(C)N(CC(N)=O)C(=O)Cc1coc2cc3c(cc12)CCC3	-2.3%	i	9.0%	1	12.0%	1.2	-3.3	11.7%	-2.3%	-6.7%
12	COCC1=C(C(=O)OC)C(c2ccco2)n2ncnc2N1 (stereo not given)	-5.0%	i	1.4%	nt	nt	nt	nt	nt	-4.5%	nt
13	O=C(COc1ccccc1)Nc1nn[nH]n1	-11.6%	nt	7.9%	1	6.7%	5.5	-8.4	-9.3%	6.1%	-4.1%
14	Cc1cc(C)cc(NC(=O)Nc2ccc3c(c2)N(C)C(=O)CS3)c1	-6.6%	i	-8.1%	1.1	18.8%	-8.2	-17.1	20.1%	0.5%	nt
15	COC(=O)c1cccc(S(=O)(=O)N2CCC(n3nnc4cc(F)ccc43)CC2)c1	-7.4%	i	-1.6%	1.1	5.0%	13.6	-14.7	-0.5%	2.7%	-2.4%
16	CN(C)C(=S)SCC(=O)Nc1ccc(Cl)cc1Cl	-8.3%	i	22.5%	1.1	-0.4%	-10.0	-11.6	-7.1%	4.0%	-3.8%
17	O=C(CC1SC(=NCC2CCCO2)NC1=O)Nc1cc([N+](=O)[O-])ccc1Cl (stereo not given)	-1.9%	i	4.7%	1.1	-5.8%	-14.7	11.0	-5.2%	2.3%	-4.8%
18	NC(=O)c1ccc(N2CCN(c3ccccc3O)CC2)c([N+](=O)[O-])c1	5.6%	i	4.6%	0.9	3.2%	10.8	2.3	34.4%	-1.4%	0.5%
19	CCOC(=O)NNC(=S)Nc1c(C)n(C)n(-c2ccccc2)c1=O	-3.1%	i	-0.5%	nt	nt	nt	nt	nt	11.1%	nt
20	CCOC(=O)N1N=C(C)CC1(O)c1ccc(Cl)cc1 (stereo not given)	-6.3%	i	11.0%	1	-0.8%	3.5	0.9	-3.1%	2.5%	-6.9%
21	c1ccc2c(c1)CCN(c1nc3cc4c(cc3s1)OCO4)C2	5.5%	i	-8.8%	1.1	-5.3%	9.5	7.1	-20.4%	4.7%	-3.1%
22	CCCCn1c(-c2c(Cl)c(C)nn2C)n[nH]c1=S	-8.0%	i	0.0%	0.9	-1.2%	0.9	5.5	-4.0%	4.8%	-4.0%
23	NS(=O)(=O)c1ccc(CNC(=O)c2cnccn2)cc1	-11.4%	i	-10.8%	nt	nt	nt	nt	nt	1.4%	nt
24	Cc1ccc2nc(C)c(C(=O)N/N=C/c3cccs3)cc2c1	5.4%	i	-8.8%	1	-9.2%	-5.6	-8.4	-8.6%	7.4%	-2.1%
25	COc1ccc(CC(=O)NC2CCCc3ccccc32)cc1 (stereo not given)	-7.1%	i	-9.8%	1	7.4%	-7.0	6.3	10.0%	-3.0%	7.4%
26	Cc1nonc1C(=O)N/N=C/c1ccncc1	-0.3%	i	8.3%	1.1	-8.1%	3.9	13.4	-6.1%	5.4%	0.5%
27	COC(=O)c1cncc(O)c1	-8.9%	i	5.6%	1.1	5.9%	-14.8	-19.4	-3.6%	4.2%	0.4%
28	O=[N+]([O-])c1ccc(/C=N/NC2=NS(=O)(=O)c3ccccc32)cc1	-3.4%	i	51.9%	1	-5.1%	-1.0	-8.2	5.3%	4.8%	-4.0%
29	Cc1cc(CSc2ccccc2)ccc1NC(=O)c1ccc(C)c([N+](=O)[O-])c1	-4.7%	i	4.7%	1.4	11.3%	2.4	-0.6	4.6%	6.6%	-2.4%
30	CC(=O)c1c(C)nc2ccc(Cl)cn12	-7.7%	i	-2.1%	1.1	4.4%	9.4	-3.4	5.8%	7.5%	-5.1%
31	CN1CCN(NC(=O)c2ccc(Cl)s2)CC1	-8.2%	i	2.9%	1.1	-4.1%	7.9	13.7	-3.5%	-0.3%	-4.2%
32	O=C(COc1ccc(-c2nnc(N3CCCCC3)c3ccccc23)cc1)N1CCCCC1	4.0%	i	21.1%	1	-13.3%	1.7	1.0	-6.7%	1.4%	-0.8%
33	CCN(c1ccccc1)S(=O)(=O)c1ccc(C(=O)Nc2nnc(COC)o2)cc1	1.0%	i	4.5%	1	-4.8%	-10.6	17.7	-6.1%	-9.7%	-6.2%
34	CCCCCn1c(=O)c(C(=O)OCC)c(Cl)c2ccccc21	-6.1%	i	-1.1%	nt	nt	nt	nt	nt	8.5%	nt
35	CN1CCN(CCCC(=O)c2ccc(F)cc2)CC1	-2.3%	i	-9.1%	1.2	-12.0%	-11.4	-15.3	-10.6%	-2.9%	-2.8%
36	CCNC(=S)NNC(=O)c1csc(CC)c1	-4.8%	i	-1.5%	2.6	-2.9%	-4.7	-0.9	3.7%	-0.2%	-9.3%
37	O=C1S/C(=C\c2ccc(N3CCOCC3)o2)C(=O)N1Cc1ccc(F)cc1	1.2%	i	29.6%	1	32.6%	8.4	14.3	57.3%*	4.3%	-0.9%
38	COc1ccc(-c2ccnc(SCC(=O)c3ccc(OC)c(OC)c3)n2)cc1	-7.4%	i	-0.7%	1	9.9%	5.8	-10.2	-0.3%	1.7%	-4.3%
39	CC(C)C[C@H](NC(=O)c1[nH]cnc1C(=O)N[C@@H](C)C(=O)OC(C)(C)C)C(=O)OCc1ccccc1	13.3%	i	2.0%	nt	nt	nt	nt	nt	-10.5%	nt
40	CCOc1cc(NC(=O)CCl)c(OCC)cc1NC(C)=O	-8.1%	i	-22.1%	1.1	-3.2%	-12.2	11.6	20.4%	4.9%	-4.6%
41	COc1cccc2c(=O)n(CC(=O)Nc3ccccc3F)ccc12	-3.7%	i	-3.7%	1	2.7%	-5.5	-2.6	5.8%	2.5%	-11.1%
42	CN1CCN(S(=O)(=O)c2ccc(Sc3nnc(-c4cccs4)n3-c3ccccc3)nc2)CC1	-8.3%	i	8.7%	1.1	4.6%	-7.9	-14.2	5.2%	5.7%	-2.6%
43	COc1cc(NC(=O)c2cccc(C)c2)c(OC)cc1NC(=O)CN1CCCCC1	-7.9%	i	-1.4%	1	nt	18.0	0.6	nt	8.1%	-2.8%
44	CCC(C)n1cnc2c(c1=O)c1nc3ccccc3nc1n2-c1ccc2c(c1)OCCO2 (stereo not given)	-4.4%	nt	8.1%	1.1	-0.9%	3.6	15.3	4.9%	-0.3%	-4.3%
45	Nc1ccc(N2CCOCC2)c(Cl)c1	-3.6%	i	3.0%	1.1	12.9%	-8.3	-19.1	8.3%	5.0%	-2.5%
46	NC(=O)c1ccccc1N/C=C/C(=O)c1ccc(Cl)cc1Cl	-5.6%	nt	-16.6%	1	16.3%	0.3	1.8	11.7%	8.8%	-7.0%
47	Cc1ccccc1CN(CC1CCC(C(=O)O)CC1)C(=S)Nc1ccccc1F (stereo not given)	-5.6%	i	-1.6%	1	-13.0%	-9.2	0.4	-16.7%	-4.1%	-4.8%
48	O=S(=O)(Nc1ccc(O)c(Sc2nc3ccccc3s2)c1)c1ccc(F)cc1	3.9%	i	13.3%	1.1	20.2%	22.2	17.5	15.7%	7.0%	-3.6%

Ordered by the number under PMI inhibitors (low to high): 3 of the compounds above
| No. | canonical_smiles | PMI inhibitors |
| --- | --- | --- |
| 47 | Cc1ccccc1CN(CC1CCC(C(=O)O)CC1)C(=S)Nc1ccccc1F (stereo not given) | -13.0% |
| 42 | CN1CCN(S(=O)(=O)c2ccc(Sc3nnc(-c4cccs4)n3-c3ccccc3)nc2)CC1 | 4.6% |
| 48 | O=S(=O)(Nc1ccc(O)c(Sc2nc3ccccc3s2)c1)c1ccc(F)cc1 | 20.2% |

(cont.)
nr	Structure	LYP phosphatase	Yfh1-off respiration	P. falciparum M17LAP	TNAP activation fold	PMI inhibitors	WT yeast gro inh	WT yeast gro inh mutant strain	PMI inhibition	P. falciparum M1AAP	XIAP displacement
49	COc1ccc(NC(=O)c2cc3c(=O)n4ccccc4nc3n2C)c(OC)c1	-4.1%	i	2.9%	1.1	3.7%	-0.4	8.2	6.3%	5.1%	-2.7%
50	O=C(Cn1nc(-c2ccccc2)ccc1=O)NCc1ccc(F)cc1	-6.4%	i	-5.5%	1.1	-10.1%	-6.7	-2.5	-13.3%	-8.6%	-2.9%
51	COc1ccc(-n2cccc2C=O)cc1OC	-2.6%	i	10.5%	1	13.3%	13.5	0.2	7.9%	8.3%	-1.7%
52	O=C(N/N=C/c1ccc(OC(=O)c2ccccc2)c([N+](=O)[O-])c1)c1ccc(O)cc1	-3.8%	i	27.4%	1.1	13.8%	2.9	11.1	2.3%	10.6%	-4.5%
53	CCOC(=O)c1csc(NC(C)=O)n1	-9.8%	i	2.4%	1.1	-4.7%	13.3	-7.8	6.4%	-6.8%	-9.5%
54	Cc1ccc(S(=O)(=O)NCc2cn3ccsc3n2)c(C)c1	-5.1%	i	-4.3%	1.1	-1.3%	-11.0	-11.1	-8.9%	0.8%	-10.5%
55	CCOC(=O)c1cc2c(ccn2C)n1Cc1ccccc1C	1.7%	i	0.0%	1	25.8%	20.5	8.6	22.3%	2.7%	-4.1%

Single entries from above.
`Cc1ccc(S(=O)(=O)NCc2cn3ccsc3n2)c(C)c1` in WT yeast gro inh = -11.0
`CCOC(=O)c1csc(NC(C)=O)n1` in WT yeast gro inh = 13.3
`O=C(Cn1nc(-c2ccccc2)ccc1=O)NCc1ccc(F)cc1` in P. falciparum M1AAP = -8.6%

No enrichment for hits; 3.7% or so of the library scored in one or more.
